# From PubChem
# mHTT-CaM PPI inh: disrupts binding of mutant huntingtin to calmodulin | P42858 | AlphaScreen His-mHTT/GST-CaM binding, luminescence | inhibition, % at 15 µM | 190,000 compounds, 3.6% hits;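 also: 0% = both proteins with DMSO and 100% = one protein alone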
# Pf apPOL block: Pf-apPOL DNA polymerase inhibition; Recombinant Pf-apPOL, molecular beacon fluorescence, 1.5 h; inhibition, % at 10 µM; 210,000 compounds, 0.25% hits
# * hit, by the source's call; i = inactive; nt = no result given; & = joins results of further samples. Rule as the data show it: active = inhibition above about 50%; inactive = the rest.
1	O=C(c1ccsc1)N1CCC(n2c(-c3cccs3)nc3cccnc32)C1 (stereo not drawn)
2	CCOc1ccc(OCCCOc2ccccc2C=O)cc1
3	O=c1c2scc(-c3ccc(F)cc3)c2ncn1Cc1ccc(F)cc1
4	COCCn1c(SCc2c(F)cccc2Cl)nc2c1c(=O)[nH]c(=O)n2C
5	COc1cc(OC)cc(-n2nc(C(=O)N3CCOCC3)c3ccccc3c2=O)c1
6	COc1ccc2oc(=Nc3cccc(F)c3)c(C(=O)Nc3ccccc3)cc2c1
entry no.	1	2	3	4	5	6
Pf apPOL block	2	-4	0	-63	-5	0
mHTT-CaM PPI inh	5	-9	-3	0	-5	4

7	Cc1cccc(-n2c(C)nc3cc(C(=O)NC4CCCC4)ccc32)c1
8	Cc1ccccc1NC(=O)O[C@@H]1C[C@H]2C[C@@H]1[C@H]1CCCCN1[C@H]2Cc1ccccc1
9	COc1cccc(/C=C2/N=C(c3ccc([N+](=O)[O-])cc3)OC2=O)c1OC
10	O=C(OCc1cc(-c2ccc(Cl)cc2)on1)c1cccs1
11	COc1ccc(/C=C(\NC(=O)c2ccco2)C(=O)Nc2cccc(C(=O)O)c2)cc1
12	O=[N+]([O-])c1ccc2nc(-c3ccc(O)cc3)[nH]c2c1
entry no.	7	8	9	10	11	12
Pf apPOL block	29	-9	2	-6	-13	2
mHTT-CaM PPI inh	7	-4	-1	-16	0	24

13	COc1cc(C=Nn2c(C)n[nH]c2=S)cc(OC)c1OC
14	Cc1cc(C)c(S(=O)(=O)N2CCCCC2C(=O)O)c(C)c1 (stereo not drawn)
15	O=C(O)CCC(=O)Nc1ccc2c(c1)Cc1cc(NC(=O)CCC(=O)O)ccc1-2
16	COc1ccc(-c2[nH]ncc2C=NNC(=S)NC(C)(C)C)cc1
17	COc1ccc(N2C(=O)CSC23C(=O)Nc2ccccc23)cc1 (stereo not drawn)
18	COc1ccccc1CNS(=O)(=O)c1ccc([N+](=O)[O-])cc1
entry no.	13	14	15	16	17	18
Pf apPOL block	11	-6	7	-6	-4	-1
mHTT-CaM PPI inh	nt	1	0	nt	-2	7

# Looked up by compound from the entries so far (two):
18	COc1ccccc1CNS(=O)(=O)c1ccc([N+](=O)[O-])cc1
13	COc1cc(C=Nn2c(C)n[nH]c2=S)cc(OC)c1OC
entry no.	18	13
Pf apPOL block	-1	11
mHTT-CaM PPI inh	7	nt

# More structures:
19	CCOc1ccc(C(=O)Nc2ccc(I)cc2Cl)cc1
20	O=C1C(=O)N(Cc2ccc(CN3C(=O)C(=O)c4ccccc43)cc2)c2ccccc21
21	CC1CCC2(CC1)NC(=O)N(CC(=O)NCc1ccco1)C2=O (stereo not drawn)
22	CCCCOc1ccc(S(=O)(=O)NCCc2cn3ccccc3n2)cc1
23	O=S(=O)(c1ccc2[nH]c3c(c2c1)CCCCC3)N1CCCCC1
24	CCNS(=O)(=O)c1ccc(NC(=O)Cn2nc(C(F)(F)F)cc2C)cc1
entry no.	19	20	21	22	23	24
Pf apPOL block	6	0	-2	0	-2	10
mHTT-CaM PPI inh	0	1	1	2	76*	-2

25	CC1(C(=O)NCc2ccccc2)CCC(=O)N1CCc1ccccc1 (stereo not drawn)
26	COc1ccc(C2=N/C(=C\c3ccccc3)C(=O)O2)cc1
27	CCn1ccc2oc(C)c(C(=O)N3CCN(C4CCCCC4)CC3)c2c1=O
28	CCn1ccc2c(cc(C(=O)Nc3c(C)cccc3C)n2C)c1=O
29	O=C(Nc1ccc(F)cc1F)c1cccc(Br)c1
30	COc1ccc(C)cc1NC(=O)N1CCC(c2cc(N)on2)CC1
entry no.	25	26	27	28	29	30
Pf apPOL block	-2	24	1	-1	4	-6
mHTT-CaM PPI inh	-6	-5	18	0	-6	16

31	COc1ccc(C(=O)NC(Nc2ccc(Br)cc2)C(Cl)(Cl)Cl)cc1 (stereo not drawn)
32	CCO/N=C(/c1nonc1N)N1CCOCC1
33	COc1cn2c(cc1=O)C(=O)N(CCNC(=O)C1c3ccccc3Oc3ccccc31)CC2
34	CCc1onc(C)c1C1CCCN1C(=O)Nc1ccccc1C (stereo not drawn)
35	CCc1ccc(N2CC(C(=O)N3CCOCC3)CC2=O)cc1 (stereo not drawn)
36	COc1ccccc1CCNC(N)=O
entry no.	31	32	33	34	35	36
Pf apPOL block	7	-5	2	3	-2	-7
mHTT-CaM PPI inh	3	i	-12	-5	-3	nt

37	COc1cc(S(=O)(=O)NCc2cccnc2)c(C)cc1Br
38	CC1CCCN(CC2CCN(S(=O)(=O)Cc3ccccc3)CC2)C1 (stereo not drawn)
39	Cc1c(Br)c(C(F)(F)F)nn1CC(=O)Nc1sc2c(c1C(N)=O)CCC(C)C2 (stereo not drawn)
40	COc1ccccc1NC(=O)C1CCN(c2cc(N3CCCCC3)ncn2)CC1
41	O=C(NCc1csc(C2CCCN(S(=O)(=O)c3ccc(F)c(F)c3)C2)n1)C1CC1 (stereo not drawn)
42	Clc1cccc(CN2CCc3ccccc3C2)c1Cl
entry no.	37	38	39	40	41	42
Pf apPOL block	-8	-2	6	-9	-2	2
mHTT-CaM PPI inh	0	0	-8	11	14	-63

43	CCCS(=O)(=O)N1CCCC(C(=O)NCCCSC2CCCCC2)C1 (stereo not drawn)
44	COc1cccc(C2CN(C(=O)c3cccs3)CC2C(=O)N2CCOCC2)c1 (stereo not drawn)
45	COc1ccc(OC)c(-c2c(C)c3cc(O)ccc3oc2=O)c1
46	CN1CCN(CCOc2ccccc2-c2ccccc2)CC1
47	Cc1nc2c(=O)n(CC(=O)c3ccc(Cl)c(Cl)c3)nc(-c3ccco3)c2s1
48	COc1ccc(OC)c(CNC(=O)CCC(=O)N2CCCn3nc(C)cc32)c1
entry no.	43	44	45	46	47	48
Pf apPOL block	-18	-1	1	-10	13	2
mHTT-CaM PPI inh	0	9	-4	2	4	-3

49	Cc1cc(C)c(S(=O)(=O)Nc2ccccc2F)c(C)c1
50	Cc1ccccc1C(=O)N1CCCC(c2ccnc(Nc3cccc(F)c3)n2)C1 (stereo not drawn)
51	C[C@H]1CN(c2ccccc2)C(=O)[C@@H]1CC(=O)Nc1ccccc1
52	O=C(Nc1ccc(F)cc1F)N1CCCC1c1ccccc1Cl (stereo not drawn)
53	COc1cccc(CNS(=O)(=O)c2cc3c(s2)CCN(C(C)=O)C3)c1OC
54	O=C(Nc1ccc2c(c1)N(S(=O)(=O)c1ccc(F)cc1)CCC2)C1CC1
entry no.	49	50	51	52	53	54
Pf apPOL block	-3&4	-2	-2	-1	-4	-1
mHTT-CaM PPI inh	-12&-12	99*	19	-10	2	-9

55	OCc1nc2ccccc2n1Cc1ccccc1F
56	Cc1c(C(=O)c2ccccc2)n(C)c2ccccc12
57	COc1ccccc1C(=O)N1CCN(c2ccccc2C)C(=O)C1C (stereo not drawn)
58	O=C(Nc1ccc(-c2cn3ccccc3n2)cc1)c1ccc([N+](=O)[O-])cc1
59	CCc1ccc(-c2ccc(=O)n(CCc3nc(-c4ccccc4)no3)n2)cc1
60	CC(=O)c1cccc(NC(=O)c2csc(Nc3ccccc3)n2)c1
entry no.	55	56	57	58	59	60
Pf apPOL block	7&-7	-6	-6	-1	-1	-6
mHTT-CaM PPI inh	1&2	-94	-5	-23	22	26

61	CCOc1cccc2c1OC(c1ccccc1Cl)N1N=C(c3cccnc3)CC21 (stereo not drawn)
62	CC(C)NC(=O)C1CC(=O)N(Cc2ccc(F)cc2)C1 (stereo not drawn)
63	Cc1ccc(C(=O)N2CCC(c3ccccc3)C2)cc1 (stereo not drawn)
64	CCOc1cccc(CNC(=O)C2CCc3nc(N4CCOCC4)ncc3C2)c1 (stereo not drawn)
65	CSc1cccc2sc(NC(=O)c3ccccc3[N+](=O)[O-])nc12
66	O=S(=O)(c1ccccc1)c1nc(-c2ccc(Cl)cc2)oc1N1CCOCC1
entry no.	61	62	63	64	65	66
Pf apPOL block	-24	-5	-2	-7	-2	-4
mHTT-CaM PPI inh	33	2	2	2	9	-1

67	COc1ccc(C2SCCN2S(=O)(=O)c2ccc([N+](=O)[O-])cc2)cc1Br (stereo not drawn)
68	CCOC(=O)CNC(=O)NCCC1CCN(C(=O)Nc2cccc(Cl)c2)CC1
69	O=C(NCC#CCN1CCCC1)C1(c2ccccc2)CCOCC1
70	OC1(C(F)(F)F)CC(c2ccccc2)=NN1 (stereo not drawn)
71	CN(CC(=O)Nc1ccccc1C(N)=O)c1nc2c(Cl)cccc2s1
72	CS(=O)(=O)NCCCNc1ccc(Cl)cc1[N+](=O)[O-]
entry no.	67	68	69	70	71	72
Pf apPOL block	15	6	-2	-5	-5	-4
mHTT-CaM PPI inh	15	-2	-12	nt	-6	20

73	Cc1ccc(CNC(=O)c2cccc(C3CCCN(C(=O)NC(C)C)C3)c2)o1 (stereo not drawn)
74	CN1CCC(N(C)C(=O)C2CC(=O)N(C3CCN(Cc4ccccc4)CC3)C2)CC1 (stereo not drawn)
75	O=C1OC(c2ccc(F)cc2)=N/C1=C/c1ccc(-c2cccc([N+](=O)[O-])c2)o1
76	N#C/C(=C\c1ccc(F)cc1)c1nc(-c2ccc(F)cc2)cs1
77	Nc1c(C=C2C=Nc3ccccc32)c(=O)nc2scc(-c3ccccc3)n12
78	COCCNC(=O)NC12CC3(C)CC(C)(CC(C)(C3)C1)C2
entry no.	73	74	75	76	77	78
Pf apPOL block	3	1	-17	8	-60	-7&-4
mHTT-CaM PPI inh	-2	-5	21	-22	14	-6&-1

# Some of the entries above in another layout.
# Order of values – Pf apPOL block	mHTT-CaM PPI inh
36. COc1ccccc1CCNC(N)=O
→ -7	nt
37. COc1cc(S(=O)(=O)NCc2cccnc2)c(C)cc1Br
→ -8	0
38. CC1CCCN(CC2CCN(S(=O)(=O)Cc3ccccc3)CC2)C1 (stereo not drawn)
→ -2	0

# More results.
79	Cc1occc1C(=O)Nc1ccc(OCc2ccccc2)cc1
80	Cc1ccc(NCN2C(=O)C3CC=CCC3C2=O)cc1C (stereo not drawn)
81	CC(C)C[C@H]1COc2c(Cl)cccc2S(=O)(=O)N1
82	C=CCSc1nnc2c(n1)OC(c1cccc(O)c1)Nc1ccccc1-2 (stereo not drawn)
83	Cc1cc2nc(-c3cc(NC(=O)c4ccc(Br)o4)ccc3O)oc2cc1C
84	c1nc(N2CCC(N3CCCCC3)CC2)c2nc3n(c2n1)CCCCC3
entry no.	79	80	81	82	83	84
Pf apPOL block	-6	-4	-4	-4	3	-4
mHTT-CaM PPI inh	3	8	-15	-2	24	-1

85	COc1ccccc1N1CCN(C(=O)c2ccccc2Br)CC1
86	COc1ccc(C2C=C(c3ccc(Cl)cc3)Nc3ncnn32)cc1 (stereo not drawn)
87	CN1CCN(S(=O)(=O)c2cccc3nsnc23)CC1
88	O=[N+]([O-])c1cccc(S(=O)(=O)N(Cc2ccccc2)Cc2ccccc2)c1
89	O=c1/c(=C/c2cccnc2)sc2n1CN(c1cccc(F)c1)CN=2
90	O=C(NCc1cccs1)c1ccc(N2CCNC(c3ccccc3)C2)nc1 (stereo not drawn)
entry no.	85	86	87	88	89	90
Pf apPOL block	-4	-12	-13	-5	1	1
mHTT-CaM PPI inh	-2	11	-1	12	-4	20

91	COc1ccc(/C=C/C(=O)NCCc2nc3ccccc3[nH]2)cc1OC
92	COc1cc(-c2ncnn2-c2sc3c(c2C#N)CCCCC3)cc(OC)c1OC
93	Cc1c(C(=O)NCCc2ccc(S(N)(=O)=O)cc2)cccc1[N+](=O)[O-]
94	CCOc1ccc(NC(=O)C2CCN(C(=O)c3ccc(F)cc3)CC2)cc1
95	COc1nccnc1NC1CCN(C(=O)COc2cccc(C)c2)CC1
96	COc1ccc(C2(C)NC(=O)N(CC(=O)N3CCc4ccccc43)C2=O)cc1 (stereo not drawn)
entry no.	91	92	93	94	95	96
Pf apPOL block	2	3	-3	-10	-3	-1
mHTT-CaM PPI inh	3	30	3	3	-1	-12

97	CCCCN1CC[C@H]2C=CC[C@@H](C(=O)N3CCN(c4ccccc4)CC3)[C@H]2C1=O
98	COc1cccc(/C=C2N=C(/C=C/c3cccc(Cl)c3Cl)OC/2=O)c1OC
99	COc1ccc(Cl)cc1Nc1ncnc2c1cnn2-c1cccc(C)c1
100	CCS(=O)(=O)N1CCN(c2nc(C)nc(C)c2Cc2ccccc2F)CC1
101	O=C(c1cc(-c2ccco2)on1)N1CCCC1c1ccc(F)cc1 (stereo not drawn)
102	CCOC(=O)c1cnn(-c2ccc([N+](=O)[O-])cc2)c1N
entry no.	97	98	99	100	101	102
Pf apPOL block	-5	7	-2	-3	-2	0
mHTT-CaM PPI inh	-3	4	6	-3	0	nt

103	CSC1=C(C#N)C(c2ccccc2Cl)C(C(=O)Nc2ccccc2)=C(C)N1 (stereo not drawn)
104	COc1ccc(S(=O)(=O)N2CCC(C(=O)Nc3cccc([N+](=O)[O-])c3)CC2)cc1
105	CN(C)C(=O)c1cc2c(s1)CCC(C(=O)NCc1ccccc1F)C2 (stereo not drawn)
106	CC(C)n1nnc2ccc(-c3noc(-c4ccc(F)cc4)n3)cc21
107	O=C(Nc1ccccc1-c1ccccc1NC(=O)c1ccco1)c1ccco1
108	CCN(CC)CCN=Cc1c(O)[nH]c2ccccc12
109	CCCc1cc(C2CCCN2Cc2ccc(OC)c(OC)c2)no1 (stereo not drawn)
110	Cc1cccc(NC2SC(=O)N(c3cccc(C)c3)C2=O)c1 (stereo not drawn)
111	CN(C)c1ccc(/C=C2\C(=O)NN(c3ccc(Cl)c(Cl)c3)C2=O)cc1
entry no.	103	104	105	106	107	108	109	110	111
Pf apPOL block	-3	-2	-3	-2	-13	1	-1	-2	-2
mHTT-CaM PPI inh	2	-1	-1	-21	1	4	3	-6	13

# Hits appear at their usual frequency; overall some 3.6% were active at least once.
